# NCI-60 one-dose screen, 48 h, at 10 µM unless noted. Numbers give growth in % (100 = growth as untreated, 0 = no growth, -100 = all killed).
# NCI/ADR-RES = NCI/ADR-RES ovarian cells; 81,000 compounds, 4.4% hits; AID 1794790
# HCT-116 = HCT-116 colon cancer. 82,000 compounds, 7.3% hits. AID 1794798
# NCI-H322M = NCI-H322M lung cancer; 80,000 compounds, 2.7% hits; AID 1794733
# NCI-H226 = NCI-H226 lung cancer | 79,000 compounds, 3.5% hits | AID 1794732
# NCI-H460 = NCI-H460 lung cancer; 82,000 compounds, 6.8% hits; AID 1794736
# HCT-15 = HCT-15 colon cancer | 82,000 compounds, 5.2% hits
# NCI-H23 = NCI-H23 lung cancer. 80,000 compounds, 4% hits
# NCI-H522 = NCI-H522 lung cancer; AID 1794739; 78,000 compounds, 8% hits
# COLO 205 = COLO 205 colon cancer. 79,000 compounds, 7.3% hits. AID 1794742
# The depositor's hits bear a star; · = not tested or not shown; & = joins results of further samples; ! = not active in a repeat. Rule for the calls: active = growth percent below 10; inactive = the rest.
SMILES,NCI/ADR-RES,HCT-116,NCI-H322M,NCI-H226,NCI-H460,HCT-15,NCI-H23,NCI-H522,COLO 205
O=C1C2=C(Nc3cc([N+](=O)[O-])ccc3N2)OC1c1c2ccccc2cc2ccccc12 (stereo unspecified),38,15,72,83,46,20,52,24,118
CC(=O)Nc1cc(C)c(C)cc1NC(C)=O,103,96,97,100,112,100,105,98,127
COCCOC(=O)C1=C(C)NC(C)=C(C(=O)OC(C)C)C1c1cccc([N+](=O)[O-])c1 (stereo unspecified),87,88,92,109,119,92,91,94,86
COc1cc(C2CC(c3ccc(N(C)C)cc3)=NN2C(C)=O)cc(OC)c1OC (stereo unspecified),-24*,21,44,80,11,25,31,-5.7*,19
COc1cc(OC)cc(C(=O)Nc2cnc(Nc3ccc(N4CCOCC4)nc3)nc2Oc2ccc(C(F)(F)F)cc2)c1,60,16,77,40,31,75,82,77,83
O=C(O)C(Nc1ccc2ccccc2c1)C(=O)O,98,100,90,87,107,106,97,85,114
CN(C)CC(O)CN1c2ccccc2Sc2ccc(Cl)cc21 (stereo unspecified),93,89,83,97,108,105,100,77,106
CCCC(=O)NC(c1cccc(N(C)C)c1)c1cc(C)c2cccnc2c1O (stereo unspecified),23,23,45,65,26,25,·,75,88
O=C(O)CC(C(=O)O)N1C(=O)/C(=C/C(Cl)=C/c2ccccc2)SC1=S (stereo unspecified),100,110,100,94,103,103,104,96,119
CC(=O)c1ccc(OCC(=O)Nc2nc(-c3ccccc3)cs2)cc1,95,·,102,97,107,105,96,88,108
CC(C)(O)c1cccc2c(C(C)(C)O)cccc12,106,105,108,95,102,98,103,108,109
COc1ccc(NC(=O)c2sc3nc4c(cc3c2N)C(=O)CCC4)cc1,103,97,58,95,96,101,96,100,122
COc1ccc(/C=N/Nc2ccccc2)cc1,54,74,77,67,45,48,103,44,107
Nc1ccc(C(=O)Nc2cccc(Cn3c(=O)[nH]c4ccc(Oc5ncccn5)cc4c3=O)c2)cc1,103,96,91,89,·,89,91,81,·
C[C@@H]1O[C@@H](O[C@@H]2C[C@H](c3ccc4c(c3O)C(=O)C3=C(C4=O)[C@@]4(O)C(=O)C[C@](C)(O)C[C@@]4(O)C=C3)O[C@H](C)[C@H]2O)CC[C@@H]1O[C@H]1C[C@@H](O)[C@H](O)[C@@H](C)O1,97,91,106,116,105,95,100,42,-19*
O=C(/C=C/C12c3ccccc3C(c3ccccc31)C1C(=O)NC(=O)C12)c1ccc(Cl)cc1Cl (stereo unspecified),5.9*,2.1*,41,79,8.6*,11,33,9.1*,-8.3*
O=S(=O)(Nc1ccc2[nH]ccc2c1)c1ccc(Cl)c(Cl)c1,101,99,104,102,108,91,102,88,112
CC(=O)c1ccc(NC(=O)Cn2c(NC3=NS(=O)(=O)c4ccccc43)nc3c2c(=O)n(C)c(=O)n3C)cc1,105,109,109,98,102,101,95,89,112
CCOC(=O)c1sc(NCC(=O)Nc2cccc(Cl)c2)c(C(=O)OCC)c1C,98,92,103,100,101,90,93,87,110
COc1ccc2c(c1)CC[C@@H]1[C@@H]2CC[C@]2(C)C3C(=CCC4C(=O)N(c5ccccc5)C(=O)C43)C[C@@H]12 (stereo partly specified),86,67,103,91,94,89,84,80,94
O=C(O)c1ccncc1,106,100,112,104,103,99,105,·,104
Cc1cc(C)c(O)c(CNCc2ccccc2)c1,90,35,93,95,101,88,81,70,104
O=C(Nc1ccc(F)cc1)C1(C(=O)Nc2ccc(Oc3ncnc4scc(Nc5n[nH]c(=S)s5)c34)cc2)CC1,103,102,99,84,99,98,·,90,106
Cc1n[nH]c(=O)c2noc(C)c12,103,97,108,95,111,96,104,84,104
C=C(C)C(C(=O)OCC)C(=O)OCC,108,103,107,100,104,·,96,89,103
COC(=O)/C=C/c1cc(OC(C)=O)c2c(c1)C(C(=O)OC)C(c1ccc(OC(C)=O)c(OC(C)=O)c1)O2 (stereo unspecified),6.1*,9.8*,55,82,14,7.8*,21,-21*,39
CC(=O)N1N=C(c2ccc(Cl)cc2)CC1c1cn(-c2ccccc2)nc1-c1ccc([N+](=O)[O-])cc1 (stereo unspecified),135,97,83,94,101,93,101,103,94
CCCCn1c(=O)c(/C=C/C(=O)/C=C(/C=C/c2cc3ccccc3n(CCCC)c2=O)OB(F)F)cc2ccccc21,107,79,104,99,102,100,98,81,105
N=C1CC(=O)NN1C(=O)c1cnc2n(c1=O)CCCCC2,103,99,103,102,110,95,102,102,116
CC(=O)OCC(CO)(CO)COC(C)=O,101,105,108,·,104,100,105,102,120
CC1=Cc2cc(Cl)cc(Cl)c2OC12C=Cc1cc(Cl)cc(Cl)c1O2 (stereo unspecified),106,118,106,111,110,102,107,98,117
Nc1nc(-c2c[nH]c3ccccc23)cs1,105,98,94,79,103,100,91,104,120
CC/C(=C(\c1ccc(O)cc1)c1ccc(OCCN(C)CCN(C)C(=O)CCCCCCCCC(=O)c2c(C)[nH]c(/C=C3\N=C(c4ccc[nH]4)C=C3OC)c2C)cc1)c1ccccc1,100,56,91,85,68,91,81,85,87
CS(=O)(=O)c1ccc(N2N=C(c3ccc(NC(=O)Nc4ccccc4)cc3)CC2c2ccc(Cl)cc2)cc1 (stereo unspecified),72,48,86,87,68,58,84,76,77
CC1Nc2nc(N)[nH]c(=O)c2NC1C (stereo unspecified),106,114,114,98,102,104,106,93,95
O=C(NC[C@H]1OC(O)[C@H](O)[C@@H](O)[C@@H]1O)C(Cl)Cl (stereo partly specified),105,103,109,99,107,107,102,111,104
NNc1nc2n(n1)C(CCl)CN2 (stereo unspecified),103,105,109,95,107,106,104,98,108
COc1ccc(/C=C2\N=C3SC=C(N4C(=O)CSC4=Nc4ccccc4)N3C2=O)cc1,103,90,99,100,105,98,100,94,106
Cc1cc(=O)cc(C)o1,102,106,121,113,115,104,114,95,121
C=CCc1c2c(c(OC)c3ccoc13)C(=O)/C(=C/c1ccccc1OC)O2,35,21,66,73,31,45,20,48,104

# Given tab-delimited: part of the list above
smiles	NCI/ADR-RES	HCT-116	NCI-H322M	NCI-H226	NCI-H460	HCT-15	NCI-H23	NCI-H522	COLO 205
Nc1nc(-c2c[nH]c3ccccc23)cs1	105	98	94	79	103	100	91	104	120
CC/C(=C(\c1ccc(O)cc1)c1ccc(OCCN(C)CCN(C)C(=O)CCCCCCCCC(=O)c2c(C)[nH]c(/C=C3\N=C(c4ccc[nH]4)C=C3OC)c2C)cc1)c1ccccc1	100	56	91	85	68	91	81	85	87
CS(=O)(=O)c1ccc(N2N=C(c3ccc(NC(=O)Nc4ccccc4)cc3)CC2c2ccc(Cl)cc2)cc1 (stereo unspecified)	72	48	86	87	68	58	84	76	77
CC1Nc2nc(N)[nH]c(=O)c2NC1C (stereo unspecified)	106	114	114	98	102	104	106	93	95
O=C(NC[C@H]1OC(O)[C@H](O)[C@@H](O)[C@@H]1O)C(Cl)Cl (stereo partly specified)	105	103	109	99	107	107	102	111	104

# Retrieved one by one from the list above:
SMILES,NCI/ADR-RES,HCT-116,NCI-H322M,NCI-H226,NCI-H460,HCT-15,NCI-H23,NCI-H522,COLO 205
CC/C(=C(\c1ccc(O)cc1)c1ccc(OCCN(C)CCN(C)C(=O)CCCCCCCCC(=O)c2c(C)[nH]c(/C=C3\N=C(c4ccc[nH]4)C=C3OC)c2C)cc1)c1ccccc1,100,56,91,85,68,91,81,85,87
COc1cc(OC)cc(C(=O)Nc2cnc(Nc3ccc(N4CCOCC4)nc3)nc2Oc2ccc(C(F)(F)F)cc2)c1,60,16,77,40,31,75,82,77,83
CS(=O)(=O)c1ccc(N2N=C(c3ccc(NC(=O)Nc4ccccc4)cc3)CC2c2ccc(Cl)cc2)cc1 (stereo unspecified),72,48,86,87,68,58,84,76,77

# The list goes on:
SMILES,NCI/ADR-RES,HCT-116,NCI-H322M,NCI-H226,NCI-H460,HCT-15,NCI-H23,NCI-H522,COLO 205
c1c2c(cc3c1OCCO3)C1CN(C2)Cc2cc3c(cc21)OCCO3,98,91,91,92,101,98,96,95,106
COc1ccc(/C=C2\CCCCC3=C2N=C2SC(C)=CN2C3c2ccc(OC)c(OC)c2)cc1OC (stereo unspecified),102,104,105,·,100,93,91,·,110
CCOC(C)c1ccccc1 (stereo unspecified),103,88,96,105,103,98,98,86,108
Cc1cc(C)c(C#N)c(Sc2nc(C)c([N+](=O)[O-])c(C)c2C#N)n1,78,9.7*,84,111,90,59,60,·,38
O=C(/C=C/c1cn(-c2ccccc2)nc1-c1ccccc1)CCC(=O)NO,101,84,106,94,113,110,99,79,107
CCNC(=O)Oc1ccc(/C(=C(/C)c2ccc(Cl)cc2)c2ccc(OCCN(C)C)cc2)cc1,75,43,91,94,67,47,87,89,83
CN(C)c1ccc([C@@H](C(=O)Nc2cccc([N+](=O)[O-])c2)N(C(=O)c2cc3ccccc3[nH]2)c2cccc([N+](=O)[O-])c2)cc1,102,90,95,98,98,103,98,92,102
C[C@H]1[C@H](C)CC[C@]2(C(=O)NCCCNCCCCNCCCN)CC[C@]3(C)C(=CC[C@@H]4[C@@]5(C)CCC(=O)C(C)(C)[C@@H]5CC[C@]43C)[C@H]12,107,99,94,103,95,102,110,101,100
O=C1Nc2ccccc2/C1=C\c1cccc(/C=C2/C(=O)Nc3ccccc32)n1,16,-66*,-71*,2.7*,-61*,-81*,-16*,10,-86*
Nc1nnc2nc(CC(=O)c3ccccc3)c(CC(=O)c3ccccc3)nn12,102,97,130,102,123,110,95,101,152
COc1ccccc1/C=C/C(=O)/C=C/c1ccccc1OC,-2.3*!,-87*,39&31,-31*,-3.7*,-28*,-26*!,-59*,-58*
CC1=Nc2cnc(Nc3ccc(N4CCCCC4)cc3)nc2Nc2ccccc21,63,59,76,77,87,63,67,40,81
FC(F)(F)c1ccc(/C=C/c2cc(/C=C/c3ccc(Cl)cc3Cl)nc3ccccc23)cc1,96,106,97,93,102,105,96,99,117
Nc1ncc2c(n1)-c1cccn1CC2,105,100,106,87,111,104,109,103,121
CC[C@@H]1NC(=O)[C@@H]2CCCCN2C(=O)[C@@H]2CCCN2C(=O)[C@@H](NC(=O)[C@H](Cc2cc(F)cc(F)c2)NC(=O)Nc2ccc(C3CC3)cc2F)[C@H](C)OC(=O)[C@@H]2C[C@@H](C)CN2C1=O,14,4.2*,41,15,13,4.6*,26,20,-40*
Cc1ccc(C=C2C(Cl)=C(Cl)C(Cl)=C2Cl)cc1,-3.0*,-100*,-37*,-79*,-31*,-70*,-58*,-57*,-80*
CCN(CC)C1N=C(C)Nc2c1sc(=O)n2-c1ccc(OC)cc1OC (stereo unspecified),94,90,89,86,106,95,84,77,102
N/C(=N\O)c1ccncc1,102,102,101,117,·,100,96,93,103
C/C(CCc1ccc(O)cc1)=N\O,107,100,106,103,·,103,97,91,110
COc1ccc(C2=NN(c3ccc(S(N)(=O)=O)cc3)C(=O)CC2)cc1,79,65,103,91,95,85,86,76,122
NC(N)=Nc1cccc(Oc2ccc(N=C(N)Nc3ccc(Br)c(C(F)(F)F)c3)cc2)c1,99,78,86,85,51,96,80,60,73
CC(C)=NOC(C)C(=O)O (stereo unspecified),100,96,118,104,107,102,108,111,111
O=c1cc(-c2nccc3c2[nH]c2ccccc23)c2ccc(O)cc2o1,94,101,91,87,97,91,84,96,98
O=C(C(=O)N1CCOCC1)c1cn(C/C=C/c2ccccc2)c2ccccc12,84,87,104,100,104,102,93,86,·
COC(=O)c1ccc2c(c1)nc(-c1ccc(Cl)cc1)n2-c1cc(C(C)(C)C)[nH]n1,14,29,93,94,45,69,61,38,112
CC(=O)c1ccc(OC(=O)c2cc(-c3ccc(S(C)(=O)=O)cc3)nc3ccccc23)cc1,109,101,98,80,108,105,95,95,106
CCCCSc1cc(=O)[nH]c(N)n1,101,101,112,86,105,93,90,85,117
O=S(c1cc(Cl)cc(Cl)c1O)c1cc(Cl)cc(Cl)c1O,104,104,98,91,104,107,98,89,112
Fc1ccc(N2CC(Cn3c(C(F)(F)F)cc4c(Cl)ncnc43)C2)c(F)c1,11,-92*,46,116,-73*,-77*,-76*,9.7*,65
NC1=NN(c2ccccc2)C2=NC(=O)NC(c3ccccc3)C12 (stereo unspecified),95,98,91,96,101,99,101,87,99
Cc1ccc(OCC(COc2ccc(C)cc2)OCCN(C)C)cc1,84,82,91,88,93,93,89,86,82
Cn1c2c(c3ccc(Cl)c(Cl)c31)CCn1c-2nc2ccccc2c1=O,114,100,105,88,94,103,100,88,106
CCOC(=O)c1sc(NC(=O)COc2ccc(/C=C3\Cc4ccc(Cl)cc4C3=O)cc2)nc1C,94,93,103,97,95,120,97,97,118
COc1ccc(-c2cc(-c3cccnc3)nc(SCC(=O)c3ccc(Cl)cc3)c2C#N)cc1OC,87,70,96,86,95,95,89,86,99
O=C(Nc1ccccc1)C1CN(Cc2ccc(F)cc2)CCS1 (stereo unspecified),94,87,87,97,104,96,90,86,108
O=C(C/C(=C/c1ccccc1[N+](=O)[O-])c1nc(=S)[nH][nH]1)c1ccc(Cl)c(Cl)c1,96,92,92,64,97,100,92,76,113
COC(=O)C(C#N)(C#N)C1N2CN3CN(C2)CN1C3 (stereo unspecified),107,104,106,108,107,103,104,89,106
Fc1ccc(CNc2c3ccccc3nc3ccccc23)cc1,30,13,38,52,8.8*,18,32,52,7.5*
CCn1c(=S)sc2c(Nc3ccc(F)cc3)nc(-c3cccnc3)nc21,55,21,77,75,65,88,66,40,72
O=C(Nc1ccc(Br)cc1)c1cc(Br)ccc1O,-5.6*,0.6*,1.2*,-33*!,3.9*,16&15,-17*,2.5*,-42*!
Nc1cc2ccccc2c(O)c1O,55,-67*,89,81,87,16,54,45,57
CN(C)C(=S)Sc1nsc(SC(=S)N(C)C)n1,99,91,83,98,117,95,·,83,114
S=C1NCCS1,103,97,103,92,103,96,98,102,98
CCN(CC)C(=O)c1c2c(n3ccccc13)C(=O)c1ncccc1C2=O,86,84,100,92,68,84,74,86,98
